PI5P4K alpha inh: inhibitors of human PI5P4K alpha; P48426; PI5P4Kalpha enzyme, ADP-Glo luminescence, 60 min; active compounds read low; max response, %; 330,000 tested, 1.2% active; AID 652105; active = max response of -50% or lower; inconclusive = between -30% and -50%; inactive = -30% or higher; also: value at the top dose of about 77 µM; % is scaled to controls: 0 for no effect and ±100 for the full control effect
Target sequence (P48426 whole entry, looked up): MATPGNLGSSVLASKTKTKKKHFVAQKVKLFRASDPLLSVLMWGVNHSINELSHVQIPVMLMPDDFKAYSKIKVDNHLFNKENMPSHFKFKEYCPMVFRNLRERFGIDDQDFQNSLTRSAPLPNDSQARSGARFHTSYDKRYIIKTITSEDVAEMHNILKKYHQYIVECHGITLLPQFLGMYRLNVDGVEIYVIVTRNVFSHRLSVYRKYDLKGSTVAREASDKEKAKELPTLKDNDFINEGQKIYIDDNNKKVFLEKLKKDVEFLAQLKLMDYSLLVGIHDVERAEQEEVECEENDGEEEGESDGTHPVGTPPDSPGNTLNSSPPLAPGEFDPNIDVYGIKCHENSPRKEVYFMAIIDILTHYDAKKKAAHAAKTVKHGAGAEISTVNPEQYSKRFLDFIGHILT
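Luminescence from ADP-Glo served as readout of PI5P4Kalpha activity in a qHTS format. Reaction: enzyme, substrate, compound, ATP at 5 microM final, 60 min at RT.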
EPAC2 antag: EPAC2 (human) antagonism. AID 720708. EPAC2 GEF exchange of Rap1B-BODIPY-GDP, fluorescence. Potency, µM (highest dose often 114 µM), without a hit: at the top dose activity, negative = inhibition, usual class: inhibitors. 360,000 tested, 0.18% active; also: potency is read from the fitted curve at half-maximal effect; % is scaled to controls: 0 for no effect and ±100 for the full control effect; nearly all actives have a fitted effect of over 45% in size; many of its hits are not listed in these tables
Mm-Cpn inhibitor: blocks the Methanococcus maripaludis chaperonin Mm-Cpn; Potency, µM (top dose mostly 76.9 µM), for inactives: at the top dose activity, negative = inhibition, most hits filed as inhibitors; purified Mm-Cpn ATPase, ADP Transcreener TR-FRET; 330,000 tested, 0.031% active; AID 504842; also: potency is read from the fitted curve at half-maximal effect; % is scaled to controls: 0 for no effect and ±100 for the full control effect; nearly all actives have a fitted effect of over 80% in size
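Compound-treated chaperonin, 25 nM final, turns over 10 uM ATP at 37°C for 30 min following a 10 min preincubation; ADP generated competes with ADP-d2 for Eu-cryptate antibody, lowering FRET.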
WRN inhibitor: inhibitors of human WRN helicase; WRN helicase unwinding, fluorescent forked duplex, kinetic; Potency, µM (doses to about 114 µM), inactives show top-dose activity change, negative = inhibition, actives largely listed as inhibitors; 360,000 tested, 0.46% active; also: potency is read from the fitted curve at half-maximal effect; % is scaled to controls: 0 for no effect and ±100 for the full control effect; nearly all actives have a fitted effect of over 55% in size
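Primary qHTS, 1536-well format. 20 nM WRN + compound, 15 min RT; start with 100 nM forked fluorophore/quencher duplex, 2 mM ATP (final); kinetic read ex 525/em 598 nm.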
EPAC1 antagonist: antagonists of human EPAC1; EPAC1 GEF assay, Rap1b-BODIPY-GDP exchange fluorescence; 360,000 tested, 0.14% active; Potency, µM (doses to about 115 µM), for inactives: top-dose activity change, negative = inhibition, hits mostly inhibitors; AID 720709;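 also: potency is read from the fitted curve at half-maximal effect; plate controls were vehicle for no effect and positive control for full effect; nearly all actives have a fitted effect of over 50% in size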
CCT modulator: modulators of cytosolic chaperonin (CCT/TRiC) activity. 360,000 tested, 0.3% active. activity change, % (test concentration not listed), hits read low. purified chaperonin ATPase assay, HTRF ADP detection, 30 min. AID 651819; in the data active = activity change below about -30%; also: % is scaled to controls: 0 for no effect and ±100 for the full control effect
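TRiC (40 or 20 nM final, by batch activity) in 30 mM Tris pH 7.4, 100 mM KCl, 5 mM MgCl2, 1 mM DTT was treated with compound at 76 uM single dose, then 10 uM ATP, 30 min at 37 °C. ADP was read by HTRF Transcreener.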
EPAC1 ag: activates human EPAC1 exchange factor; Potency, µM (titrated, usually from 154 µM), for the others: at the top dose activation, usual class: activators; 360,000 tested, 0.073% active; O95398; EPAC1 agonist qHTS, biochemical assay; response scale: 100% = response to 6.5 mM cAMP; also: potency is read from the fitted curve at half-maximal effect; nearly all actives have a fitted effect of over 60% in size
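Normalized to 6.5 mM cAMP, activity reflects EPAC1-catalysed release of BODIPY-GDP from Rap1B, followed kinetically over 30 min at 480 nm excitation, 540 nm emission. Reaction contained 100 nM EPAC1, 250 nM Rap1B-BODIPY-GDP, 50 uM GDP.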
PLK1 PBD block: blocks phosphopeptide binding to human PLK1 polo-box domain; P53350; Plk1 PBD binding of FITC phosphopeptide, fluorescence polarization; Potency, µM, without a hit: max response, negative = inhibition, usual class: inhibitors; 360,000 tested, 2.8% active; AID 720504; also: potency is read from the fitted curve at half-maximal effect; series mostly up to about 57 µM; % is scaled to controls: 0 for no effect and ±100 for the full control effect; nearly all actives have a fitted effect of over 65% in size
Target sequence (P53350 whole entry, looked up, the tested form may be a part): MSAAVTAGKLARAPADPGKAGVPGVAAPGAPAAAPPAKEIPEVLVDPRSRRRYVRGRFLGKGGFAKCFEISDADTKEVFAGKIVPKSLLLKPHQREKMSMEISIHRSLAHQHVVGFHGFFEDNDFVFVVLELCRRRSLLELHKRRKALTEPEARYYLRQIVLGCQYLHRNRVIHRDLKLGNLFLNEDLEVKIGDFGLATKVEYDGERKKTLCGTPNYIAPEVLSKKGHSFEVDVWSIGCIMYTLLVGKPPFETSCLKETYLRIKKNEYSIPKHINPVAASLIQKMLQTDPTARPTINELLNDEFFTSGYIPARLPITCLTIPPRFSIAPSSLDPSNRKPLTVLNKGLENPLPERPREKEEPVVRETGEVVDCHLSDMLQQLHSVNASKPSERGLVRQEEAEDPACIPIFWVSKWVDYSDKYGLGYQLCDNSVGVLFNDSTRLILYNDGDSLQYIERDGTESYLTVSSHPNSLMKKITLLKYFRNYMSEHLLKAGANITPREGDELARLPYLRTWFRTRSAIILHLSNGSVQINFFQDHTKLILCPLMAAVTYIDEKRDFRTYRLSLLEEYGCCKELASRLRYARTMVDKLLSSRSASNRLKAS
The depositor's hits bear a star; ? = inconclusive; . = no result given; [ ] = remark or other dose. Unless noted, calls follow the shape of the dose curve; as a rule, active = well fitted curve in the direction sought with a large enough effect; inconclusive = small, poorly fitted or top-dose-only effect, or another doubt; inactive = no such curve, though single readings can be large; an effect the other way counts as inactive or inconclusive.

[1] CC(C)CN(C(=O)CCNC(=O)c1ccccc1Cl)C1CCS(=O)(=O)C1 (stereo not given)
[2] O=C(COC(=O)c1ccccc1)Nc1cc(Cl)ccc1Oc1ccccc1
[3] Cc1cc(C(=O)NP(=O)(N2CCOCC2)N2CCOCC2)c(C)n1-c1ccc(Br)cc1
[4] O=C(CN1CCN(Cc2ccccc2)CC1)N1CCCc2ccccc21
[5] COc1ccccc1C(=O)C1CCCN(C(=O)c2ccc3c(c2)OCCO3)C1 (stereo not given)
[6] O=S(=O)(c1ccc(-c2ccccc2)cc1)N1CCOCC1
[7] CC(=O)Nc1ccccc1C(=O)C(=O)Nc1ccc(C(=O)NCC2CCCO2)cc1 (stereo not given)
[8] O=C(N/C(=C/c1cccc(Br)c1)c1nc(=S)[nH][nH]1)c1ccccc1
assay / entry	1	2	3	4	5	6	7	8
PI5P4K alpha inh	5	-6	-5	2	-7	-3	-13	0
EPAC2 antag	4%	-28%	-5%	2%	-8%	-2%	6%	-6%
Mm-Cpn inhibitor	-1%	0%	-1%	0%	-2%	.	0%	0%
WRN inhibitor	-2%	-1%	9%	-1%	-7%	0%	-36%	-9%
EPAC1 antagonist	8%	-23%	8%	-2%	?	7%	2%	-20%
CCT modulator	0.0	1.7	-1.5	-2.2	-2.5	-4.8	-1.6	-3.6
EPAC1 ag	0%	-8%	-2%	2%	4%	5%	1%	13%
PLK1 PBD block	-20%	0%	-8%	-14%	-14%	-8%	-9%	-5%

The list goes on, starting with the last 3 of the part before.
[6] O=S(=O)(c1ccc(-c2ccccc2)cc1)N1CCOCC1
[7] CC(=O)Nc1ccccc1C(=O)C(=O)Nc1ccc(C(=O)NCC2CCCO2)cc1 (stereo not given)
[8] O=C(N/C(=C/c1cccc(Br)c1)c1nc(=S)[nH][nH]1)c1ccccc1
[9] Cc1c(C(=O)N2CCCC2)c(S(=O)(=O)Nc2cccc(Br)c2)c(C)n1C
[10] Cc1nc(SCC(=O)Nc2c(C)n(C)n(-c3ccccc3)c2=O)[nH]c(=O)c1C
[11] CCOc1ccc2c(c1)nc(SCC(=O)c1ccc(Br)s1)n2C
[12] CC(C)(C)C(=O)NC(=S)Nc1ccccc1N1CCCC1
[13] CCCS(=O)(=O)c1c(S(=O)(=O)CCC)c2c(N)cccn2c1C(=O)c1ccc(OC)cc1
[14] O=c1c(-c2ccc(O)cc2)coc2cc(O)ccc12
[15] C=CCNC(=S)NNC(=O)c1ccc(OC(C)C)cc1
[16] CCC(C)[C@@H](N)C(=O)N/N=C/c1cccc2nccnc12 (stereo not given in full)
assay / entry	6	7	8	9	10	11	12	13	14	15	16
PI5P4K alpha inh	-3	-13	0	-2	.	.	-2	3	-10	-1	-11
EPAC2 antag	-2%	6%	-6%	-1%	10%	-5%	-25%	-12%	-12%	15%	8%
Mm-Cpn inhibitor	.	0%	0%	0%	.	-22%	0%	-3%	.	3%	-1%
WRN inhibitor	0%	-36%	-9%	-2%	-2%	-11%	10%	-15%	-2%	-13%	-7%
EPAC1 antagonist	7%	2%	-20%	-3%	5%	-6%	-10%	?	2%	7%	-8%
CCT modulator	-4.8	-1.6	-3.6	1.0	0.5	-3.1	0.5	0.1	-0.6	1.4	1.4
EPAC1 ag	5%	1%	13%	7%	4%	13%	-6%	8%	-7%	3%	4%
PLK1 PBD block	-8%	-9%	-5%	-4%	1%	30µM*	-2%	-17%	-12%	-2%	-7%

[17] CCOc1ccc(C2=[N+]([O-])C(C)(C)N(O)C2(C)C)cc1
[18] CC1(c2nnnn2Cc2ccccc2)CCC(=O)N1CCc1c[nH]c2ccccc12 (stereo not given)
[19] COc1ccc([C@H]2CC(=O)C=C(c3cccc4c3Oc3ccccc3S4)C2)cc1
[20] CCCSc1nc(C)c(CC(=O)O)c(=O)[nH]1
[21] COc1ccc(C2C(C(N)=O)=C(C)Nc3nc(-c4ccccc4OC)nn32)cc1OC (stereo not given)
[22] O=C(O)CN=CC1=C(O)CC(c2ccccc2)CC1=O (stereo not given)
[23] CCN(CC)c1ccc(NC(=O)CSc2nc3nc(C)cc(C)c3c(=O)[nH]2)cc1
[24] CCCCCn1c(C(C)NC(=O)CCC)nc2ccccc21 (stereo not given)
assay / entry	17	18	19	20	21	22	23	24
PI5P4K alpha inh	-8	-1	16	-6	.	5	-4	2
EPAC2 antag	4%	-5%	7%	4%	9%	4%	?	-10%
Mm-Cpn inhibitor	1%	.	-16%	0%	-1%	-2%	-6%	0%
WRN inhibitor	14%	-2%	-4%	7%	3%	-3%	-9%	-5%
EPAC1 antagonist	6%	-14%	-10%	16%	15%	2%	-14%	-8%
CCT modulator	-0.3	-1.4	-1.3	-0.2	0.4	0.6	0.3	-0.9
EPAC1 ag	1%	1%	18%	-1%	0%	-8%	6%	-5%
PLK1 PBD block	-7%	-5%	-5%	-6%	0%	-2%	-4%	-7%

[25] COc1cccc(C2CC(c3cccs3)=NN2C(=O)CSC2=NCCS2)c1OC (stereo not given)
[26] COc1ccc(S(=O)(=O)N2CCC(n3cnc4cc(C(F)(F)F)ccc43)CC2)cc1
[27] COc1ccccc1N/C(=N/S(=O)(=O)c1ccc(C)cc1)c1ccc(Cl)cc1
[28] Cc1ccc(NC(=O)c2cc(C(C)(C)C)nn2Cc2ccccc2)cc1
[29] Cc1cccc(N2CC(C(=O)Nc3ccc4c(c3)OCCO4)CC2=O)c1C (stereo not given)
[30] O=C(O)c1ccc(-n2nnnc2Oc2cccc3cccnc23)cc1
[31] CCc1nc(C(N)=O)c2[nH]c(=O)n(-c3ccc(OC)cc3OC)c2n1
[32] O=C(NCCN1CCN(Cc2ccc([N+](=O)[O-])cc2)CC1)C(=O)Nc1ccccc1
assay / entry	25	26	27	28	29	30	31	32
PI5P4K alpha inh	5	1	.	1	-7	.	-9	.
EPAC2 antag	0%	-13%	6%	?	5%	-2%	8%	13%
Mm-Cpn inhibitor	-2%	-5%	0%	0%	2%	-1%	0%	1%
WRN inhibitor	-15%	-9%	-3%	-10%	-4%	5%	7%	-4%[57.1 µM]
EPAC1 antagonist	1%	-1%	3%	?	-10%	11%	1%	9%
CCT modulator	1.0	-1.5	2.2	0.6	0.1	-0.6	-3.5	0.1
EPAC1 ag	1%	-1%	10%	-1%	6%	8%	-7%	-6%
PLK1 PBD block	0%	-12%	0%	2%	-12%	-3%	3%	-4%

[33] CCCc1c(C(=O)N/N=C(\C)c2ccc(CC(C)C)cc2)nnn1-c1nonc1N
[34] O=C(NCc1ccccn1)C1CCN(S(=O)(=O)N2CCC3(CC2)OCCO3)CC1
[35] Cc1ccc(S(=O)(=O)N2CCN(CC(=O)NC(=O)NCc3ccco3)CC2)cc1C
[36] COc1ccc(-c2ccc([C@H]3[C@H]4C=CC[C@@H](C)[C@@H]4C(=O)N3Cc3ccccc3)c(F)c2)cc1
[37] CCc1nc(NCCO)c(C#N)c2c1CCCC2
[38] CCCCC(=O)Nc1ccccc1N1CCOCC1
[39] CCOCC(=O)Nc1cc(C(=O)Nc2cccc(C)c2C)ccc1Cl
[40] O=C(O)C1CCC(=O)N1C(=O)OCc1ccccc1 (stereo not given)
assay / entry	33	34	35	36	37	38	39	40
PI5P4K alpha inh	14	0	-6	2	0	1	.	3
EPAC2 antag	12%	-2%	-2%	-26%	-9%	-5%	-4%	-2%
Mm-Cpn inhibitor	.	0%	?	0%	-2%	-4%	0%	2%
WRN inhibitor	0%	-6%	-4%	-9%	0%	2%	41%[activator]	0%
EPAC1 antagonist	-7%	15%	4%	?	19%	1%	-2%	4%
CCT modulator	-2.4	4.3	-0.8	0.5	-0.8	1.6	-4.9	-0.5
EPAC1 ag	-18%	7%	13%	-3%	4%	7%	6%	2%
PLK1 PBD block	-7%	-2%	5%	0%	-12%	-3%	0%	-8%

[41] O=C(CN1C(=O)NC(c2ccc(F)cc2)C1=O)Nc1ccc2c(c1)OCCO2 (stereo not given)
[42] O=C(COc1ccc(Br)cc1)Nc1ccccc1C(=O)NC1CC1
[43] NS(=O)(=O)c1cccc(NC(=O)CSc2nnc(C3CC3)n2Cc2ccccc2)c1
[44] O=C(N/N=C/c1ccc(Br)o1)/C(=C/c1ccc([N+](=O)[O-])cc1)NC(=O)c1ccccc1
[45] Cc1ccc(NC(=O)[C@@H]2CCCN2S(=O)(=O)c2ccccc2F)cc1S(=O)(=O)N1CCOCC1
[46] Cc1ccc(NC(=O)CC(O)(C(F)(F)F)C(F)(F)F)cc1
[47] CCOC(=O)N=Nc1c(O)n(C)c2ccccc12
[48] COc1cc(/C=N/N(C)S(=O)(=O)c2ccc(C)cc2)cc([N+](=O)[O-])c1O
[49] CCCc1cc(=O)n2c(nc3ccccc32)[nH]1
[50] Cc1csc2c(N3CCN(C(=S)Nc4ccc(F)cc4F)CC3)ncnc12
[51] CCOC(=O)Cn1c(=O)oc2cc(S(=O)(=O)N(C)c3ccc(OC)cc3)ccc21
assay / entry	41	42	43	44	45	46	47	48	49	50	51
PI5P4K alpha inh	4	-3	0	.	5	6	2	?	3	3	-10
EPAC2 antag	2%	-3%	3%	?	-6%	-4%	11%	-17%	-14%	2%	-4%
Mm-Cpn inhibitor	1%	-2%	-3%	-1%	0%	-2%	-2%	-2%	-1%	2%	-1%
WRN inhibitor	0%	-9%	-3%	-8%	-29%	-4%	0%	-5%	-3%	-21%	-9%[11.6 µM]
EPAC1 antagonist	?	-13%	-1%	3%	-29%	-4%	11%	-11%	-8%	-25%	-12%
CCT modulator	1.2	-0.6	-1.8	-0.8	-0.3	-2.3	0.6	-1.3	0.2	-2.1	-2.0
EPAC1 ag	9%	3%	4%	-2%	4%	-7%	-5%	-3%	7%	-5%	7%
PLK1 PBD block	-18%	-3%	-13%	2%	?	2%	2%	-2%	-1%	-16%	-2%

The list is partial. The share of hits here may be higher or lower than overall.
